# Screening data from PubChem BioAssay.
# HDAC3 inhib – blocks human histone deacetylase 3; actives 0.15% (n = 320,000); inhibition, % at 8.3 µM; O15379; recombinant HDAC3, fluorogenic peptide/trypsin coupled, fluorescence; AID 2718; in the data active means inhibition above about 26%, passing the limit was not always enough; inconclusive means no clear call, values can overlap the other calls
# Target sequence (O15379 whole entry, looked up): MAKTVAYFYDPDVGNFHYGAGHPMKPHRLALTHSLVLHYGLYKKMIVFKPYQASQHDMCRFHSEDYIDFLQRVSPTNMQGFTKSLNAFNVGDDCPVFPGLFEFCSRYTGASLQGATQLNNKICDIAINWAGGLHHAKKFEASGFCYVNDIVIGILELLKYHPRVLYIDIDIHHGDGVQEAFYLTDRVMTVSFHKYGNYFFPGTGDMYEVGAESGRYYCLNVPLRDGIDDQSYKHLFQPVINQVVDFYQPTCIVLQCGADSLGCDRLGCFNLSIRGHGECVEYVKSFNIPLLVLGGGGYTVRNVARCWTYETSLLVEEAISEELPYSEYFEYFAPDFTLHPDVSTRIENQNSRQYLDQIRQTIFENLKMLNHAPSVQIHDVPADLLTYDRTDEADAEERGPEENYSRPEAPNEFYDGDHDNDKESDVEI
# Starred values were filed as active, the others as inactive; ? = inconclusive.
Compound	HDAC3 inhib
O=C(CCNC(=O)c1ccco1)NC(Cc1c[nH]c2ccccc12)C(=O)O (stereo not drawn)	3.0
Cc1ccc(S(=O)(=O)N2CCC[C@H]2C(=O)Nc2ccccc2Cl)cc1	2.7
C[C@H](CO)N1C[C@H](C)[C@@H](CN(C)Cc2ccc(-c3ccccc3)cc2)Oc2c(NS(=O)(=O)c3cn(C)cn3)cccc2C1=O	-10.2
COc1cc(OC)cc(-c2c(-c3cccs3)c3cc(-c4ccc5cc[nH]c5c4)ccc3n2C)c1	-21.3
C[C@@H]1COC(=O)[C@H](CC(=O)OC(C)(C)C)C/C=C\C[C@@H](CC(=O)N[C@H](CO)Cc2ccccc2)C(=O)N1	0.6
CCOc1ccc(S(=O)(=O)N2CCNC(=O)C2)cc1	-4.0
COc1ccc2c3n(nc2c1)CCN=C3c1ccc(C)cc1	5.1
O=C(Cn1nc(C(=O)O)c2ccccc2c1=O)Nc1cc(S(=O)(=O)N2CCCCC2)ccc1Cl	0.6
CCNc1ccc(S(=O)(=O)N2CCCCC2)cn1	2.3
C=CC[C@@H](CC(=O)N(CCO)Cc1ccccc1)C(=O)NC[C@H](OC(=O)[C@@H](CC=C)Cc1ccc(F)cc1)c1ccccc1	0.3
O=C(C[C@H]1C/C=C\C[C@@H](Cc2ccc(F)cc2)C(=O)OC[C@@H](Cc2c[nH]c3ccccc23)NC1=O)NCCO	3.1
CCC(C)(C)C1CCC(NC(=O)c2ccc(S(=O)(=O)N3CCOCC3)cc2)CC1 (stereo not drawn)	-2.0
CCOC(=O)c1c(C)[nH]c(C)c1C(=O)COC(=O)c1cccnc1OCC	3.1
COc1ccc(C(=O)O)cc1S(=O)(=O)Nc1ccc(N2CCCCC2)cc1	5.2
CC(Sc1nnc(Nc2ccccc2F)s1)C(=O)NC1CC1 (stereo not drawn)	5.7
O=C(OCC(=O)N1CCCCC1)c1cc(S(=O)(=O)N2CCOCC2)c(Cl)cc1Cl	8.6
C[C@@H]1CN([C@H](C)CO)C(=O)c2cccc(NS(=O)(=O)c3ccccc3)c2O[C@H]1CN(C)C	-7.2
COc1ccccc1OCCC(=O)OCC(=O)Nc1ccc2c(c1)OCCO2	-2.7
O=C(COc1ccc(-c2nnco2)cc1)NC1CCS(=O)(=O)C1 (stereo not drawn)	-7.8
CCOC(=O)N1CCN(C(=O)CSc2nc3nc(C)cc(C)n3n2)CC1	-0.9
Cc1ccc(S(=O)(=O)NCC(=O)OCc2cc(=O)oc3c(C)c(C)ccc23)cc1C	3.6
Cc1ccc2nc(C)cc(C(=O)NC3CCCCCC3)c2c1	-2.0
COc1ccc(-c2sc3ccc(N4CCOCC4)cc3c2C#CCO)cc1	1.0
O=C(COC(=O)c1cc(S(=O)(=O)N2CCOCC2)ccc1Cl)NCc1ccc2c(c1)OCO2	3.0

# Structural class: those above with four or more nitrogen atoms (four)
Compound	HDAC3 inhib
C[C@H](CO)N1C[C@H](C)[C@@H](CN(C)Cc2ccc(-c3ccccc3)cc2)Oc2c(NS(=O)(=O)c3cn(C)cn3)cccc2C1=O	-10.2
O=C(Cn1nc(C(=O)O)c2ccccc2c1=O)Nc1cc(S(=O)(=O)N2CCCCC2)ccc1Cl	0.6
CC(Sc1nnc(Nc2ccccc2F)s1)C(=O)NC1CC1 (stereo not drawn)	5.7
CCOC(=O)N1CCN(C(=O)CSc2nc3nc(C)cc(C)n3n2)CC1	-0.9

# (further entries)
Compound	HDAC3 inhib
Cc1ccc(C(=O)COC(=O)CCS(=O)(=O)c2ccccc2)cc1[N+](=O)[O-]	-5.9
Cc1nc(Cc2nnc(SC(C)C(=O)N3c4ccccc4NC(=O)C3(C)C)o2)cs1 (stereo not drawn)	0.1
COc1cccc(NC(=O)c2ccccc2F)c1	1.9
CC1(C2CC2)NC(=O)N(CC(=O)Nc2ccc(C(F)(F)F)cc2)C1=O (stereo not drawn)	8.3
COc1cc(OC)cc(C(=O)Nc2ncn[nH]2)c1	6.5
COc1ccc(SCCN2CC[C@@H](NC(=O)OCc3ccccc3)CCC2=O)cc1	4.9
O=C(c1cc2c(s1)CCCC2)N1CCN(CCO)CC1	1.4
CC(OC(=O)C1CC1)C(=O)Nc1cc(Cl)cc(Cl)c1 (stereo not drawn)	-2.7
O=C(Cn1ccc(NC(=O)OCc2ccccc2)nc1=O)NCCc1c[nH]c2ccccc12	2.8
Cc1ccc(C(=O)Nc2sc3c(c2C(=O)O)CCC(C)C3)o1 (stereo not drawn)	-17.0
CCc1ccccc1OCC(=O)Nc1cc(S(=O)(=O)N(CC)CC)ccc1N1CCOCC1	8.0
CCc1ccccc1NC(=O)CN1CCN(C(=O)CNC(=O)c2ccc(N3CCCC3=O)cc2)CC1	-8.9
O=C(Nc1cccc(Cl)c1)c1nc[nH]c1C(=O)N1CCN(c2ccccc2)CC1	-1.4
C(#Cc1c(-c2ccsc2)sc2ccccc12)c1ccsc1	-1.2
CC1CCC2(CC1)NC(=O)N(CC(=O)Nc1cccc(S(=O)(=O)N3CCCC3)c1)C2=O (stereo not drawn)	-7.6
Clc1cccc(-c2ccc3ncnc(NCc4cccnc4)c3c2)c1	?
COc1ccc2c(c1)OC[C@H]1[C@H]2N2C(=O)CN(C)C(=O)[C@@]2(C)[C@H]1c1ccccc1	1.6
CC(C#N)Sc1ccc(S(=O)(=O)N2CCCC2)cn1 (stereo not drawn)	-0.1
COCc1c(C(=O)Nc2ccc3nc(N4CCOCC4)sc3c2)oc2ccccc12	13.1
O=C(CSc1nnc(C2CC2)n1-c1ccccc1)NC1CCS(=O)(=O)C1 (stereo not drawn)	1.4
CCC(CO)Oc1cc(NC(=O)c2ccc(N)cc2)c2ncn(C(C)C)c2c1 (stereo not drawn)	12.6
COc1ccc(CCNC(=O)c2ccc(Cl)c(S(=O)(=O)N3CCCCCC3)c2)cc1	2.2
CN(CC(=O)Nc1ccc(F)c(F)c1F)C(=O)CC1CCCCC1	0.6
COc1ccc(-c2ccc3c(c2)S(=O)(=O)c2cccc(C(=O)NC4CC4)c2C3=O)cc1OC	-0.5
Nc1nnc(SCC(=O)NNC(=O)c2ccc(F)cc2)s1	3.6
O=C(COC(=O)/C=C/c1cccc(C(F)(F)F)c1)Nc1ccc(Cl)cn1	4.4
O=C(CSc1nc2ccccc2c(=O)[nH]1)Nc1ccc([N+](=O)[O-])cc1	3.9
C[C@H](CO)N1C[C@H](C)[C@@H](CN(C)Cc2ccc(C(=O)O)cc2)Oc2c(NS(=O)(=O)c3cn(C)cn3)cccc2C1=O	-2.0
O=C(C[C@@H]1C/C=C\CCC(=O)OC[C@H](Cc2ccccc2)NC1=O)N[C@@H](CO)Cc1ccccc1	1.5
CCCn1c(NC(=O)CCNC(=O)c2ccccc2Cl)nc2ccccc21	-0.5
COC(=O)[C@]1(CC(C)C)N[C@H](c2ccc(-c3ccccc3)cc2)[C@@H]2C(=O)N(C)C(=O)[C@@H]21	-3.8
CC(=O)c1ccc(S(=O)(=O)N2CCN(CC(=O)NC(=O)NC3CCCCC3)CC2)cc1	-3.6
C[C@@H]1CN([C@@H](C)CO)C(=O)Cc2cc(NC(=O)Nc3cccc4ccccc34)ccc2O[C@@H]1CN(C)S(C)(=O)=O	-1.6
CC[N+](C)(CC)CCC[n+]1c(-c2ccccc2)c2cc(N)ccc2c2ccc(N)cc21	11.6
COc1cc(/C=C/C(=O)O)ccc1OS(=O)(=O)c1cc(Br)ccc1C	-0.8
CCOc1ccc(N(C)S(=O)(=O)c2ccc(C)c(C(=O)N3CCN(Cc4ccc5c(c4)OCO5)CC3)c2)cc1	3.5
O=C(NCCC(=O)N1CCN(c2cccc(Cl)c2)CC1)c1ccc(Br)cc1	7.1
CC1CCCC(NC(=O)COC(=O)c2n[nH]c3ccccc23)C1C (stereo not drawn)	-11.5
COc1ccc(-n2nnnc2SCC(=O)NC2CC2)cc1	-2.7
COc1ccc(CCNS(=O)(=O)c2ccc3c(c2)CCCC3)cc1OC	-0.1
O=C(/C=C/c1ccccc1Cl)OCC(=O)N1CCCC1	0.2
CCOc1cc(N2CCOCC2)c(OCC)cc1NC(=O)CN1CCSC1=O	2.1
O=C(COC(=O)[C@@H]1CCCN1C(=O)c1cccs1)Nc1cccc(Cl)c1	1.2
NS(=O)(=O)c1cccc(NC(=O)CSc2nnc(C3CC3)n2C2CC2)c1	0.8
C=C1c2c(Cl)ccc(O)c2C(O)=C2C(=O)[C@]3(O)C(O)=C(C(N)=O)C(=O)[C@@H](N(C)C)[C@@H]3[C@@H](O)C12 (stereo partly drawn)	-1.8
Cc1ccsc1C(=O)OCC(=O)c1ccc[nH]1	4.7
CCN1C(=O)[C@H]2[C@@H](c3ccc(-c4ccc(C(C)=O)cc4)c(OC)c3)N3CCCC[C@@]3(C(=O)OC)[C@H]2C1=O	10.9
Cc1noc(C)c1COc1ccccc1C(=O)Nc1ccc(C(N)=O)cc1	2.5

# 3 entries from above, sorted by their value in HDAC3 inhib, highest first:
Compound	HDAC3 inhib
Cc1noc(C)c1COc1ccccc1C(=O)Nc1ccc(C(N)=O)cc1	2.5
O=C(COC(=O)[C@@H]1CCCN1C(=O)c1cccs1)Nc1cccc(Cl)c1	1.2
COc1ccc(CCNS(=O)(=O)c2ccc3c(c2)CCCC3)cc1OC	-0.1

# Remaining list, next part.
Compound	HDAC3 inhib
CC(C)(C)OC(=O)N1Cc2[nH]c3ccccc3c2C[C@@H]1C(=O)O	-0.5
O=C(COC(=O)c1ccc(Cl)nc1)NCc1ccc(F)cc1	-13.8
O=C(COc1cc(F)ccc1[N+](=O)[O-])NCCN1C(=O)CSC1=O	-3.3
C=CCC[C@@H](Cc1ccc(F)cc1)C(=O)OC[C@H](Cc1c[nH]c2ccccc12)NC(=O)[C@H](CC=C)CC(=O)NCCO	32.0*
N#Cc1ccccc1S(=O)(=O)N1CCN(C(=O)C2CCCCC2)CC1	-6.4
CCOc1cc(N2CCOCC2)c(OCC)cc1NC(=O)CN1C(=O)N(C)C2(CCCCC2)C1=O	3.6
CCCc1ccc(C(=O)CN2C(=O)C(=O)N(C3CCCC3)C2=O)cc1	16.8
O=C(CCC(=O)c1ccc(F)cc1)NCC1(N2CCCCC2)CCCCC1	-2.0
CC(=O)N1CCN(C(=S)NC(=O)c2ccc(F)cc2)CC1	6.6
Cc1ccc(CNC(=O)c2cccc3c2C(=O)c2ccc(N4CCCCC4)cc2S3(=O)=O)cc1	3.5
COc1cc(C=NNC(=O)Cn2nc(C)cc2C)ccc1OC(=O)C1CC1	2.0
CCC(C)(C)C1CCc2[nH]nc(C(=O)NC3CCCCC3)c2C1 (stereo not drawn)	7.0
CCN(CC)C(=O)c1ncn(Cc2ccccc2)c1C(=O)N(CC)CC	1.0
CCc1ccccc1OCC(=O)NCC1COc2ccccc2O1 (stereo not drawn)	3.1
C[C@H]1CN([C@@H](C)CO)C(=O)c2cccc(NC(=O)C3CC3)c2O[C@H]1CN(C)CC1CCCCC1	1.1
COC(=O)c1cc(C(=O)NNC(=O)c2ccc3c(c2)OCO3)cc([N+](=O)[O-])c1	-5.0
CCOC(=O)[C@@H]1[C@H]2COc3ccccc3[C@H]2N2C(=O)N(c3cccc(Cl)c3)C(=O)[C@]12C	-3.1
CC(=O)Nc1ccc(NC(=O)COC(=O)[C@@H]2CCCN2C(=O)c2cccs2)cc1	-5.5
CC(Oc1ccccc1F)c1nnc(SCC(=O)N(c2ccccc2)C2CCS(=O)(=O)C2)o1 (stereo not drawn)	14.3
O=C1COc2ccc(C(=O)COC(=O)c3ccc(F)cc3Cl)cc2N1	-7.1
COc1ccccc1C(=O)Nc1ccc(OCC(=O)N2CCCCC2)cc1	-2.4
CN1CCC(N(C)C(=O)c2cc(S(=O)(=O)N3CCOCC3)ccc2Cl)CC1	0.3
Cc1cc(Cl)ccc1NC(=O)CCN1C(=O)C2CCCCC2C1=O (stereo not drawn)	14.0
CC(C)CCNC(=O)NC(=O)CSc1ccc(S(=O)(=O)N2CCOCC2)cn1	-1.5
O=S(=O)(c1ccc(F)c(Cl)c1)N1CCN(C/C=C/c2ccccc2)CC1	-3.1
CC(C)N(C(=O)CN1CCN(S(=O)(=O)c2ccc(Br)s2)CC1)C(C)C	-0.5
Cc1cc(=O)c2c([nH]1)c(C)cc1[nH]c(C)c(C)c12	3.5
COc1ccc(CCN2CC(C(=O)OCC(=O)NC(C)c3cccc(Cl)c3)CC2=O)cc1OC (stereo not drawn)	2.3
CCOc1ccccc1C(=O)NCC(=O)NCc1ccc(S(=O)(=O)N2CCOCC2)cc1	0.0
C[C@H]1CN=C(N(C)C)N1CC1CCCCC1	-2.6
COc1cccc(NC(=O)CN(C)C(=O)c2cccc(S(=O)(=O)N3CC4(C)CC3CC(C)(C)C4)c2)c1 (stereo not drawn)	4.8
C[C@H](CO)N1C[C@H](C)[C@H](CN(C)Cc2ccccc2)Oc2ccc(NC(=O)Nc3ccc(F)cc3)cc2C1=O	1.8
COc1cc2cc(CCOC(=O)c3ccco3)oc(=O)c2cc1OC	4.3
CSc1ccccc1C(=O)OCC(=O)N1CCCC1=O	-10.5
Cc1ccccc1-c1cc(C(=O)O)n(CC2CC(c3cccnc3)=NO2)n1 (stereo not drawn)	-1.5
Cc1ccccc1NC(=O)COC(=O)CCc1c[nH]c2ccccc12	-8.1
N#CC1(NC(=O)COc2ccc(C(N)=O)cc2)CCCC1	-0.3
CCOc1ccc(NC(=O)CN(C)C(=O)CCNC(=O)c2ccco2)cc1OCC	-2.6
CN(C(=O)COC(=O)CNC(=O)C1CCCCC1)c1ccccc1	1.5
CCOc1ccccc1OCCCC(=O)Nc1cccc(-n2cnnn2)c1C	-1.9
O=C(CCl)Nc1cccc(S(=O)(=O)NC2=NCCCCC2)c1	-2.7
O=S(=O)(c1ccc2c(c1)OCCO2)N1C[C@@H]2C[C@H]1CN2S(=O)(=O)c1c(F)cccc1F	-0.1

# Some of the compounds tested (hit frequency here may not be typical).
